# Source: PubChem BioAssay
# M4 antag: antagonists of human muscarinic M4 receptor (CHRM4); P08173; CHO-hM4 cells, ACh EC80, Fluo-8 calcium fluorescence; inhibition, % at 3 µM; actives 0.73% (n = 360,000);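 active = inhibition above its plate's cutoff, the mean inhibition of sample wells plus 3 SD, cut at about 27% in these data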;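 also: 0% = acetylcholine EC80 with DMSO and 100% = DMSO without agonist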
# Target sequence (P08173 whole entry, looked up): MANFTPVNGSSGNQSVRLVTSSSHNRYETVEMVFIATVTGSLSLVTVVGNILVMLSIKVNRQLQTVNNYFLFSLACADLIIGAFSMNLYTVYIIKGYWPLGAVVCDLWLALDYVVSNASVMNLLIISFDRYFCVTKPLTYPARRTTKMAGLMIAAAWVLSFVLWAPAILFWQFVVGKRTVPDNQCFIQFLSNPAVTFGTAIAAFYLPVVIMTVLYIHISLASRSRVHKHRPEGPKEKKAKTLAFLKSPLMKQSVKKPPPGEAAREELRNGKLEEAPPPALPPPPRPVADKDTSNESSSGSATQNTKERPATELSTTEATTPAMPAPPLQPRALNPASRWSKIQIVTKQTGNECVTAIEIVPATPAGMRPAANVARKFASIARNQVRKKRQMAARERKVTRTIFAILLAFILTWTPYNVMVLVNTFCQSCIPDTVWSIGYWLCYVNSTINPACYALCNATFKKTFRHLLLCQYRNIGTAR
# CHRM4 PAM: positive allosteric modulators of human muscarinic M4 receptor | activation, % at 3 µM | P08173 | AID 624126 | CHO-K1 hM4/Gqi5, Fluo-8 calcium fluorescence, ACh EC20; 0% = ACh EC20, 100% = maximal ACh | actives 0.4% (n = 360,000);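 active = activation above its plate's cutoff, the mean activation of sample wells plus 3 SD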; also: some results filed as inactive read as strong as hits
# CHRM5 PAM: positive allosteric modulators of human muscarinic M5 receptor | actives 0.3% (n = 360,000) | CHO-K1 hM5, Fluo-8 calcium, ACh EC20 PAM; 0% = ACh EC20, 100% = ACh EC100 | AID 624038 | activation, % at 3 µM | P08912;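 active = activation above the run cutoff, the mean activation of all test compounds plus 3 SD, cut at about 18% in these data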
#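 Probe or stimulus: acetylcholine, EC20 level; Assay system: human M5 receptor in CHO-K1 cells; Schedule: compound preincubation 140 s before EC20 acetylcholine addition; Technique: intracellular calcium via Fluo-8 fluorescence; Dosing: single-point, 3 µM nominal; Read-out basis: percent activation from peak-over-basal fluorescence ratio, scaled EC20-to-EC100 acetylcholine; Repeats: one well per compound, no replicates.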
# CHRM1 PAM: positive allosteric modulators of human M1 muscarinic receptor. CHO-K1 hM1, Fluo-8 calcium fluorescence, ACh EC20; 0% = ACh EC20, 100% = maximal ACh. P11229. activation, % at 3 µM. actives 0.088% (n = 360,000); in the data active = activation above about 19%, passing the limit was not always enough
# Target sequence (P11229 whole entry, looked up): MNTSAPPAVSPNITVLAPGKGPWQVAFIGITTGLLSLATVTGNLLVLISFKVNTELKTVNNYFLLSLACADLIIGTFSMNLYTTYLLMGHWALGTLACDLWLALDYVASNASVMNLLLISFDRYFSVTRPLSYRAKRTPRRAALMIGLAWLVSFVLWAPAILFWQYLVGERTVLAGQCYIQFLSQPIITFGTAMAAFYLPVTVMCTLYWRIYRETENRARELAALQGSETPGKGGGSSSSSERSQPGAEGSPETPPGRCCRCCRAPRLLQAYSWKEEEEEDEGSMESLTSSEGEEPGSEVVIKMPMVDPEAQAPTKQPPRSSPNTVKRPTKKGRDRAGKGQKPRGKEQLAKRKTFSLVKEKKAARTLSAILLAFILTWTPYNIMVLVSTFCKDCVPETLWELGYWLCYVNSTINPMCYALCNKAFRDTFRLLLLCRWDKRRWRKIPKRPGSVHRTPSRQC
# M5 antag: blocks acetylcholine activation of human M5 receptor | CHO-hM5 cells, Fluo-8 calcium fluorescence, ACh EC80 | actives 0.59% (n = 360,000) | inhibition, % at 3 µM | P08912;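 active = inhibition above a per-plate cutoff, the mean of that plate's test compounds plus 3 SD, cut at about 27% in these data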;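 also: 0% = acetylcholine EC80 with DMSO and 100% = DMSO without agonist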
# CHRM4 agonist: CHRM4 agonism in calcium assay; AID 624127; actives 0.14% (n = 360,000); activation, % at 3 µM; P08173; CHO-K1 hM4/Gqi5, Fluo-8 calcium fluorescence; vehicle 0%, full acetylcholine response 100%;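 active = activation above the run mean over all test wells plus 3 SD, cut at about 32% in these data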;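 also: peak over basal fluorescence ratio per well then scaled between controls; 0% = DMSO wells and 100% = acetylcholine at EC100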
# CRFBP-R2 agonist: CRF-BP/CRF-R2 complex agonism; HEK293 CRF-R2/CRF-BP, calcium dye fluorescence (FLIPR); percent of saturating CRF peptide response; activation, % at 13.2 µM; actives 0.46% (n = 350,000); AID 588473;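 active = activation of at least 50%, plus an integration ratio under a set limit after plate pattern correction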;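 also: plate controls were neutral control wells without compound for no effect and CRF at EC100 for full effect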
# M1 antag: antagonists of human M1 muscarinic receptor; AID 588852; CHO-K1 hM1, Fluo-8 calcium fluorescence, ACh EC80 antagonist; actives 1.3% (n = 360,000); inhibition, % at 3 µM; P11229;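 active = percent inhibition above its own plate's cutoff, namely the mean of that plate's compound wells plus 3 SD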;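 also: peak over basal fluorescence ratio during 140 s after agonist addition; 0% = ACh EC80 plus DMSO and 100% = DMSO alone without agonist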
# M5 ag: CHRM5 agonism in calcium assay | P08912 | CHO-K1 hM5 cells, Fluo-8 calcium fluorescence; 0% DMSO wells, 100% maximal acetylcholine response | activation, % at 3 µM | actives 0.19% (n = 360,000);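 active = activation above the run's mean over test compounds plus 3 SD, cut at about 23% in these data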;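 also: signal is peak over basal fluorescence ratio across the kinetic read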
# * marks the source's active call; other numbers are inactive results; · = not tested or not shown. A portion of the library (hit frequency here may not be typical).
SMILES,M4 antag,CHRM4 PAM,CHRM5 PAM,CHRM1 PAM,M5 antag,CHRM4 agonist,CRFBP-R2 agonist,M1 antag,M5 ag
Cc1cc(=O)oc2c(C)c(OCC(=O)N3C[C@H]4C[C@@H](C3)c3cccc(=O)n3C4)ccc12,-8.0,7.2,-0.4,2.5,2.3,0.9,2.3,-10.0,2.1
N#Cc1ccc(NC(=O)CN2C(=O)NC3(CCCCCCC3)C2=O)cc1Cl,1.3,-3.3,-3.2,-0.4,4.1,4.4,-1.3,-0.8,1.1
COc1ccc(CN2CCCCC2c2cccnc2)cc1C (configuration not stated),-0.7,-15.9,-5.2,-13.2,-3.3,0.7,0.5,13.7,-6.7
C=CCn1c(O)c(C=NC2CCN(Cc3ccccc3)CC2)c(=O)[nH]c1=O,-6.7,12.3*,-2.4,2.2,5.2,1.4,2.6,0.6,-7.8
CC(Cc1ccccc1)NC(=O)CN1CCCC1=O (configuration not stated),2.4,4.7,3.7,6.0,1.2,0.4,0.7,-1.5,-1.1
O=C(C(Cc1ccccc1)NS(=O)(=O)c1ccc(F)cc1)N1CCC2(CC1)OCCO2 (configuration not stated),-1.7,-5.8,-10.1,-4.1,2.6,7.5,0.6,-21.7,2.1
CCC1=Nc2cc(C(=O)N3CCC4(CC3)OCCO4)ccc2Sc2ccccc21,1.3,0.7,-3.2,1.6,5.5,3.6,1.1,1.5,0.2
COC(=O)C1=C(c2cc3ccccc3s2)C[C@@H]2CC[C@H]1N2C(=O)NCCCOC(C)C,3.5,0.7,2.2,1.6,13.1,0.1,0.2,-1.3,-7.0
Cc1ccc2c(c1)C1CN(C)CCC1N2C(=O)c1cccnc1Cl (configuration not stated),-5.8,-2.0,-0.3,5.7,6.8,1.2,-0.2,-10.0,-1.8
CCOC(=O)[C@@H]1[C@H]2COc3ccc(Br)cc3[C@H]2N2C(=O)N(c3cccc(C)c3)C(=O)[C@]12C,11.8,1.7,0.0,6.1,4.6,0.7,-0.5,1.1,-2.3
CN(C)c1nc(-c2ccccc2)[n+](C)s1,-4.7,-1.3,-3.8,-2.5,7.3,0.3,2.0,4.6,-8.0
Cc1sc2c(c1C)C(c1ccc(C(C)(C)C)cc1)=NCC(=O)N2CC(=O)Nc1nccs1,7.3,6.6,-2.9,8.8,8.4,-0.9,0.7,-2.5,2.6

# Ordered by SMILES length (low to high): three of the compounds above.
SMILES,M4 antag,CHRM4 PAM,CHRM5 PAM,CHRM1 PAM,M5 antag,CHRM4 agonist,CRFBP-R2 agonist,M1 antag,M5 ag
C=CCn1c(O)c(C=NC2CCN(Cc3ccccc3)CC2)c(=O)[nH]c1=O,-6.7,12.3*,-2.4,2.2,5.2,1.4,2.6,0.6,-7.8
COC(=O)C1=C(c2cc3ccccc3s2)C[C@@H]2CC[C@H]1N2C(=O)NCCCOC(C)C,3.5,0.7,2.2,1.6,13.1,0.1,0.2,-1.3,-7.0
Cc1cc(=O)oc2c(C)c(OCC(=O)N3C[C@H]4C[C@@H](C3)c3cccc(=O)n3C4)ccc12,-8.0,7.2,-0.4,2.5,2.3,0.9,2.3,-10.0,2.1

# Later entries
SMILES,M4 antag,CHRM4 PAM,CHRM5 PAM,CHRM1 PAM,M5 antag,CHRM4 agonist,CRFBP-R2 agonist,M1 antag,M5 ag
Cc1ccccc1NC(=O)N1Cc2ccccc2-n2nncc2C1,-4.8,-0.4,0.6,-0.1,6.7,0.5,-1.9,-0.7,0.6
O=C(CN1CCCCC1)c1ccccc1F,-5.4,2.6,3.1,10.6,8.0,0.5,-0.1,0.5,-1.2
NCCc1nc2ccccc2s1,-0.2,-2.4,-2.5,8.0,12.2,0.9,1.5,-4.3,-0.9
COC(=O)C1=C(c2cccc(OC)c2OC)C[C@@H]2CC[C@H]1N2C(=O)NCc1ccc(C(F)(F)F)cc1,4.6,2.1,-7.1,-2.0,14.1,2.4,-0.6,2.3,-6.6
CC1CCCN(CC(=O)c2ccc(Cl)c(Cl)c2)C1 (configuration not stated),-11.2,17.0,0.2,1.9,11.7,-0.2,5.5,-1.3,-0.2
O=C(c1ccccc1[N+](=O)[O-])N1CCC2(CC1)OCCO2,-1.3,-4.4,16.0,17.8,-6.1,-0.1,2.3,-14.5,-0.6
CCC(=O)[C@@H](C)[C@@H](O)[C@H](C)C[C@@H](C)C1OC(=O)C[C@@]2(O)CC=C(C)C(O2)C(C)=CCCC[C@H](O[C@H]2C[C@@H](OC(N)=O)[C@H](O)[C@@H](C)O2)C=C[C@H](C)C[C@H]1C (some centres not stated),-1.6,11.0,-12.7,·,15.7,3.9,·,·,2.8
CC(C)NC1C2CCC(CC2)C1(O)c1ccc(Cl)c(Cl)c1 (configuration not stated),-7.6,-2.7,1.4,-4.3,-4.6,5.6,11.0,-9.2,0.6
S=c1[nH]c2ccccc2[nH]1,5.4,-5.4,1.5,1.9,5.3,1.0,-0.7,3.4,-1.6
CC1N=C(c2ccccc2Cl)c2cc(Br)ccc2NC1=O (configuration not stated),5.2,-0.4,-6.1,3.1,5.1,0.5,0.3,1.7,-3.1
O=[N+]([O-])c1ccccc1CN1CC=C(c2ccc(F)cc2)CC1,-0.6,0.8,-6.1,-8.9,-2.2,0.6,0.5,1.1,-5.2
Cc1ccc(C2NC(=S)NC(c3ccc(C)cc3)C23C(=O)NC(=O)NC3=O)cc1 (configuration not stated),3.0,3.9,9.8,10.8,-5.2,-0.8,2.0,-1.7,-0.5
O=C1N(CN2CCOCC2)c2ccccc2C1(O)c1c[nH]c2ccccc12 (configuration not stated),9.9,14.2,0.5,6.3,3.7,1.3,-0.7,-1.5,0.8
Nc1ccc(CC(N)c2csc(Nc3ncccn3)n2)cc1 (configuration not stated),-7.2,10.0,-8.0,15.3,2.9,0.1,·,-22.5,-0.8
O=C(CSC1c2ccccc2-c2ccccc21)N/N=C/c1ccccc1,-5.5,1.9,-2.1,-4.3,-3.9,3.1,10.6,0.7,-2.4
COC(=O)C(Cc1ccc(N(CCCl)CCCl)cc1)N=Cc1ccccc1O (configuration not stated),-5.2,-7.6,3.7,0.2,-2.9,0.0,0.9,-6.9,0.1
CCCCCSc1cc(OC)c(CCN)cc1OC,-0.8,-16.3,-2.9,-7.8,1.0,7.7,0.1,-10.0,-7.7
CC1CCC(N2CCN(C(=O)COc3ccccc3)CC2)CC1 (configuration not stated),-1.0,-1.5,-2.8,2.9,20.7,2.6,0.8,-9.2,-7.3
Cc1ccccc1C1=NCC(=O)N(CC(=O)NCc2ccco2)c2sc3c(c21)CCCC3,-6.8,-0.1,1.1,4.0,1.6,-0.5,-1.0,-27.8,2.4
O=P1(NCCCl)OCCC(OO)N1CCCl (configuration not stated),1.6,3.0,-0.6,·,-3.9,-0.3,·,·,3.8
N#CC1=C(N)Oc2c(c(=O)oc3ccccc23)C1c1cccnc1 (configuration not stated),0.0,12.9,20.2*,5.8,-10.8,-0.7,0.0,-11.5,-3.2
Cc1cc(C(=O)N=Nc2c(O)n(C)c3ccccc23)c(C)o1,-4.5,5.6,-1.0,11.1,1.9,0.3,1.8,-11.0,-4.0
O=[N+]([O-])c1ccc(N2CCNCC2)cc1N1CCCCCC1,1.1,-9.2,-5.9,-9.0,9.4,4.6,-0.6,11.7,-14.6
CCCCCCC(=O)N/N=C/c1c(O)n(C2CC2)c(=S)[nH]c1=O,-2.9,-22.3,-2.2,-0.6,3.7,8.6,1.2,5.2,-0.4
COc1ccc(C(=O)C2CN(C)CC2C(=O)c2ccc(OC)cc2)cc1 (configuration not stated),8.5,-0.7,-0.5,-20.2,4.1,0.5,-1.0,34.3,-8.1
O=S(=O)(c1cc(Cl)cc(Cl)c1)N1Cc2cc(N3CCOCC3)ccc2-n2nncc2C1,-12.4,-0.3,0.4,16.0,2.2,-0.2,·,-19.4,1.4
CCCCn1c(O)c(C=NC2CCCCC2N)c(=O)[nH]c1=O (configuration not stated),9.9,-2.9,0.2,6.4,-2.6,1.5,0.1,-8.8,2.5
Cc1ccc2c(c1)CCCN2N=O,6.5,4.2,-1.8,2.2,2.4,2.0,-0.5,-3.6,-1.3
NC(=O)c1ccc(N=Cc2c(O)n(Cc3ccco3)c(=O)[nH]c2=O)cc1,5.9,-10.2,8.0,2.2,-3.2,0.0,1.3,5.2,4.7
COc1ccc(CCC(=O)NCCc2cnc[nH]2)cc1,-7.5,-0.6,1.9,-0.4,-2.6,0.5,0.1,-4.8,-3.5
Cc1c2cnn(CC(=O)N3CCC4(CC3)OCCO4)c(=O)c2c(C)n1Cc1ccccc1Cl,4.5,5.2,4.5,13.3,4.0,0.5,-0.2,-11.7,-1.6
Cn1c(O)c(C(=O)c2ccccc2F)c(=O)n(C)c1=O,6.6,-8.3,1.7,6.8,2.6,-0.4,0.9,0.6,0.4
Cc1ccccc1N1C(=O)CC(=O)N(c2ccccc2C)C1=O,10.1,15.0,0.6,4.0,1.5,1.5,1.4,-3.3,-2.1
c1ccc2c(CN3CCOCC3)c[nH]c2c1,-10.9,2.3,0.7,0.3,0.4,0.9,-0.1,0.0,0.8
Cn1cc(C(=O)OCC(=O)NC2(C#N)CCCCC2)c2ccccc21,-5.6,0.8,-4.0,2.3,-0.6,2.6,1.2,-4.6,-2.3
COc1ccc(C(=O)Oc2cccc3cccnc23)cc1S(=O)(=O)N1CCOCC1,3.8,-0.6,-2.8,4.8,12.7,3.3,0.3,-3.6,1.4
O=C(Nc1ccccc1)c1c(O)[nH]c(=S)[nH]c1=O,-6.9,23.4,6.6,4.8,1.3,0.5,2.2,-4.2,2.0
Cc1[nH]c2ccc(OC(F)(F)F)cc2c1CCNCc1cccc([N+](=O)[O-])c1,16.1,-10.5,-12.8,-0.6,28.5*,24.4,-1.2,9.2,17.5
C=CCn1c(O)c(C(C)=NCCc2ccccc2)c(=O)[nH]c1=O,3.6,-4.7,-3.8,8.7,-0.9,1.3,1.0,-7.7,-0.9
Nc1ccc(C(=O)N/N=C2/CN3CCC2CC3)cc1,-0.1,5.3,-4.7,5.3,6.3,1.0,0.5,-7.4,-1.2
N#CCCn1cc(C(=O)Nc2ccccc2Cl)c(-c2ccc([N+](=O)[O-])cc2)n1,-0.1,-1.1,-0.3,2.3,1.4,1.2,-3.2,-2.9,1.4
CN(C)CCN(CC1CCCN(Cc2ccccc2F)C1)C(=O)Cc1c(F)cccc1F (configuration not stated),14.8,-2.5,8.1,8.1,-2.7,0.2,-0.2,-16.4,-4.9
COC(=O)C1=C(c2ccc(F)cc2OCc2ccccc2)C[C@@H]2CC[C@H]1N2C(=O)N1CCC(O)(c2ccc(Cl)cc2)CC1,-3.8,13.4,-3.8,12.1,7.9,1.9,2.5,-2.9,1.7
Cc1c2cnn(CC(=O)N3CCC4(CC3)OCCO4)c(=O)c2c(C)n1Cc1cccc(Cl)c1,14.1,9.7,12.8,-4.1,-17.9,2.7,-0.5,9.4,-1.6
O=C(COc1ccccc1Cl)N1CCCC(N2CCN(c3ccc(F)cc3)CC2)C1 (configuration not stated),5.8,-6.0,-6.8,-3.0,5.6,7.2,0.8,0.3,-1.5
O=c1[nH]c(=O)n(CCC2=CCCCC2)c(O)c1C=NCc1cccnc1,8.2,19.6,5.4,10.5,-7.7,0.9,0.3,-14.5,1.0
COc1ccc(C(=O)N2CCC3(CC2)OCCO3)cc1,-9.6,5.0,3.4,18.7,-9.9,1.6,0.8,-28.3,4.2
O=c1c2ccccc2nc(-c2ccc(Cl)cc2Cl)n1-c1ccncc1,-1.6,-2.3,-3.4,6.3,-4.4,0.2,-0.3,-6.1,-4.3
